Screening data (PubChem BioAssay)
MBD2 inh = inhibitors of MBD2 binding to methylated DNA, primary screen, biochemical, TR-FRET, DNA-binding domain, human | inhibition, % at 4.4 µM | 370,000 tested, 0.31% active | MBD2 binding to methylated oligonucleotide | Methyl-CpG-binding domain protein 2 (Homo sapiens), Q9UBB5; in the data active = inhibition above about 13%
ssDAF-12 act = S. stercoralis DAF-12 nuclear receptor activators, primary screen, cell-based, luminescence, HEK293, GRIP1 co-expression, lit1-tk-luc | HEK293 ssDAF-12/GRIP1 lit1-tk-luc reporter; % of 3 µM dafachronic acid response | activation, % at 6.8 µM | Nuclear hormone receptor DAF-12 (Strongyloides stercoralis) | 370,000 tested, 1% active;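 active = activation above the mean over all tested compounds plus 3 SD, cut at about 0.9% in these data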;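 note: 0% = DMSO-only wells and 100% = 3 µM delta7-dafachronic acid wells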
DAX1 inh-1 = DAX1 (NR0B1) inhibitors on StAR promoter, primary screen, cell-based, luminescence, SF-1 (NR5A1), full-length DAX-1; HEK293T StAR-luciferase reporter, SF-1/DAX-1 repression relief; inhibition, % at 6.8 µM; 370,000 tested, 1.1% active; AID 652010, 2013;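 active = inhibition above the mean over all tested compounds plus 3 SD, cut at about 3.6% in these data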;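 note: 0% = DAX-1 cells with DMSO and 100% = cells lacking DAX-1 with DMSO; higher inhibition means more luminescence from relief of DAX-1 repression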
DAX1 inh-2 = DAX1 (NR0B1) inhibitors, primary screen, cell-based, HEK293, Gal4-DAX1, luciferase luminescence; Nuclear receptor subfamily 0 group B member 1 (Homo sapiens), P51843; HEK293 Gal4-DAX1 luciferase reporter; inhibition, % at 6.75 µM; 340,000 tested, 0.99% active; AID 504766, 2011;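 active = inhibition above the mean over all tested compounds plus 3 SD, cut at about 4.2% in these data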;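 note: 0% = DAX1-transfected cells with DMSO and 100% = empty-vector control cells with DMSO; inhibition shows as a rise in luminescence from relieved DAX1 repression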
Target sequence (P51843 207-470 limits assumed): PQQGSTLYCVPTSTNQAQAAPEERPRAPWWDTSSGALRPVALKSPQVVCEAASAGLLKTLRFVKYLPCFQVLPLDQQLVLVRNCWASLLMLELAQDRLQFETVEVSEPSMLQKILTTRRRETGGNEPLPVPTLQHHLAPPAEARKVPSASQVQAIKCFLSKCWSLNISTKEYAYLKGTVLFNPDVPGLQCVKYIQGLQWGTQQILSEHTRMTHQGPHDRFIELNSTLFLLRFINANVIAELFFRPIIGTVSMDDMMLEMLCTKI
SMARCA2 act = SMARCA2 (BRM) function activators, primary screen, cell-based, luminescence, high throughput | MG213 cells, MMTV-luciferase reporter, dexamethasone, overnight | activation, % at 9.1 µM | 370,000 tested, 1% active | AID 652017, 2013; in the data active = activation above about 7.8%;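 note: 0% = vehicle wells and 100% = reference activator wells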
hcDAF-12 act = H. contortus DAF-12 nuclear receptor activators, primary screen, cell-based, luminescence, HEK293, lit1-tk-luc reporter; HEK293 hcDAF-12 lit1-tk-luc reporter; 0% DMSO, 100% Δ7-dafachronic acid; activation, % at 6.8 µM; 370,000 tested, 1.4% active; AID 652067, 2013;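 active = activation above the mean of all tested compounds plus 3 SD, cut at about 5.5% in these data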;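 note: 100% = response to 3 µM Δ7-dafachronic acid high control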
Rev-erbA mod = modulators of Rev-erb alpha DNA binding, primary screen, biochemical, FITC-DNA, fluorescence polarization, uHTS; Nuclear receptor subfamily 1 group D member 1 (Homo sapiens), P20393; Rev-erbα–FITC-DNA binding, 90 min; activity, % at 10 µM; 370,000 tested, 0.79% active; AID 1259318, 2017;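 active = activity above about 14%, limit read from the data; passing the limit was not always enough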;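 note: 0% = DMSO wells with 35 nM protein and 100% = DMSO wells with 750 nM protein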
Target sequence (P20393 whole entry, looked up): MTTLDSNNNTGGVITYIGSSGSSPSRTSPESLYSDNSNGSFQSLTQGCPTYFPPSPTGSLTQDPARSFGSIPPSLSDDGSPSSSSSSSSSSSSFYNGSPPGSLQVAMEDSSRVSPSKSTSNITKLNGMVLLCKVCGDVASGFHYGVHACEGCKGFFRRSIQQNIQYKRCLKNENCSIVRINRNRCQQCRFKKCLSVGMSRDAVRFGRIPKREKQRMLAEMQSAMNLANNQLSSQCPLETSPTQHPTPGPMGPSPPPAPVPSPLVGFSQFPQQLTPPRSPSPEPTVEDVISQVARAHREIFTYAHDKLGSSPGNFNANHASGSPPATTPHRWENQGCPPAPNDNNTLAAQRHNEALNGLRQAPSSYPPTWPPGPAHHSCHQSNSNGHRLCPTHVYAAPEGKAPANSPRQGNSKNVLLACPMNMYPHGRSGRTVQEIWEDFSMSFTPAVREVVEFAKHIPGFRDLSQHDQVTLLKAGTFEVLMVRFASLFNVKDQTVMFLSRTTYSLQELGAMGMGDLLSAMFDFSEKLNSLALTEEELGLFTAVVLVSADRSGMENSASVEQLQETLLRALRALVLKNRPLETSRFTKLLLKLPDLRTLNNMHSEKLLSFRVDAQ
ADAM17 inh = ADAM17 inhibitors, primary screen, biochemical, QFRET. 370,000 tested, 0.83% active. recombinant ADAM17, EDANS/DABCYL FRET peptide cleavage. Disintegrin and metalloproteinase domain-containing protein 17 (Homo sapiens), P78536. inhibition, % at 6.95 µM;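 active = inhibition above the mean of compounds lying between control limits plus 3 SD, set per campaign, cut at about 8.5% in these data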;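 note: 0% = DMSO-only wells as the low control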
hgDAF-12 ag = H. glycines DAF-12 receptor agonists, primary screen, cell-based, luminescence, HEK293, GAL4 fusion, UAS-luciferase | Nuclear hormone receptor DAF-12 (Heterodera glycines), GAL4 fusion | HEK293 GAL4-hgDAF12 UAS-luciferase reporter, agonist luminescence; normalized to butyrate control | activation, % at 6.8 µM | 370,000 tested, 1.8% active | AID 687014, 2013;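 active = activation above a cutoff set at the mean of all screened compounds plus 3 SD, cut at about 10% in these data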;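 note: 0% = DMSO wells and 100% = sodium butyrate wells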
PLC-beta3 inh = human PLC-beta3 inhibitors, primary screen, biochemical, fluorescence; inhibition, % at 12.2 µM; Purified PLC-beta3, fluorogenic substrate; 370,000 tested, 0.18% active; in the data active = inhibition above about 11%;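 note: 0% = median of compound wells on plate and 100% = full blocker control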
PLC-gamma1 inh = PLC-gamma1 enzyme inhibitors, primary screen, biochemical, fluorescence, purified enzyme; 1-phosphatidylinositol 4,5-bisphosphate phosphodiesterase gamma-1 (Homo sapiens), P19174; fluorogenic substrate; inhibition, % at 12.2 µM; 370,000 tested, 0.84% active; AID 720700, 2013; in the data active = inhibition above about 9.5%
Numbers without * were called inactive; nt = no result given.

| cpd | smiles | MBD2 inh | ssDAF-12 act | DAX1 inh-1 | DAX1 inh-2 | SMARCA2 act | hcDAF-12 act | Rev-erbA mod | ADAM17 inh | hgDAF-12 ag | PLC-beta3 inh | PLC-gamma1 inh |
| --- | --- | --- | --- | --- | --- | --- | --- | --- | --- | --- | --- | --- |
| 1 | O=C(Nc1ccc(N2CCN(Cc3ccccc3F)CC2)cc1)c1ccc([N+](=O)[O-])o1 | 3.2 | -1.1 | -5.7 | -0.4 | -1.0 | -0.9 | -3.1 | -6.6 | 0.1 | -6.8 | 1.6 |
| 2 | CCCCCCSc1nc(O)c(C2OC(=O)c3c2ccc(OC)c3OC)c(=O)n1CC (stereo not given) | 6.0 | -1.5 | -0.2 | 0.0 | -1.0 | -1.6 | 8.8 | -9.2 | -2.2 | -4.3 | -1.6 |
| 3 | C=C[C@]1(C)C=C2C(=O)C[C@H]3C(C)(C)CCC[C@]3(C(=O)O)[C@@]2(O)CC1 | 0.6 | -1.2 | 2.0 | nt | -3.9 | 0.1 | 0.7 | -5.2 | -0.7 | -2.2 | -2.1 |
| 4 | CCOC(=O)c1cncc(NC(=O)c2ccccc2)c1 | -0.4 | -1.5 | -0.6 | 0.2 | 0.6 | -2.1 | -0.6 | -3.8 | 0.9 | -0.1 | -2.9 |
| 5 | CCN1C(=O)[C@H]2[C@@H](c3ccc(-c4cccc(Cl)c4)cc3)N[C@@](CC(C)C)(C(=O)OC)[C@H]2C1=O | 0.6 | -1.2 | -0.1 | 0.4 | 0.6 | -0.9 | 7.6 | -0.9 | -1.2 | 1.7 | -1.0 |
| 6 | COc1ccc(CNC2c3ccccc3-c3ccccc32)cc1OC | 0.6 | -1.1 | 0.6 | -0.7 | -0.4 | 0.1 | -0.1 | 1.8 | -0.8 | -0.4 | -0.8 |
| 7 | O=C(CCCn1c(SCC(=O)c2ccc(Cl)cc2)nc2ccccc2c1=O)NCc1ccco1 | 2.4 | -1.7 | -0.1 | -0.1 | -2.3 | 1.7 | 7.1 | -1.6 | 1.9 | -1.1 | -2.1 |
| 8 | Cc1ccc(OCCCC(=O)N(C)CC(=O)Nc2ccccc2Br)cc1 | 0.4 | -0.8 | 1.3 | 0.2 | -1.4 | -0.6 | -0.8 | 0.6 | -1.8 | -7.3 | -0.5 |
| 9 | CCOc1cccc(C2CC(=O)Nc3cc(OC)c(OC)cc32)c1 (stereo not given) | 1.1 | -2.1 | -0.6 | -1.9 | -1.8 | -2.4 | -2.1 | -2.8 | -4.5 | -4.2 | -1.5 |
| 10 | CC1CCc2[nH]c3ccc(C(=O)N(C)CC(=O)Nc4ccccc4C(F)(F)F)cc3c2C1 (stereo not given) | 1.6 | -1.6 | -0.5 | -2.7 | 0.7 | -0.3 | 0.1 | -4.5 | 0.8 | -32.7 | -25.8 |
| 11 | CC(C)[C@H](NC(=O)[C@@H]1Cc2c([nH]c3ccccc23)C2c3ccccc3C(=O)N21)C(=O)N1CCC[C@H]1C(=O)O (stereo not given in full) | -1.3 | 0.2 | 0.8 | nt | 1.0 | 2.0 | 1.6 | -10.5 | -1.6 | -23.5 | -16.0 |
| 12 | O=C(NCc1ccccc1)C1=C[C@@H](C2CCCCC2)C[C@@H](OCCCCO)O1 | 1.4 | -1.3 | -0.6 | -0.4 | 1.2 | -1.6 | 5.5 | -2.9 | 3.8 | 0.4 | 1.2 |
| 13 | N#Cc1cccc(C(c2nnnn2CCc2ccccc2)N2CCN(C3CCCCC3)CC2)c1 (stereo not given) | -0.5 | -1.1 | 0.5 | 0.8 | -2.6 | 0.2 | 7.2 | -2.8 | 5.4 | 2.5 | 1.1 |
| 14 | O=C(CSC1=N/C(=C/c2ccco2)C(=O)N1c1ccc(OC(F)F)cc1)NC1CCS(=O)(=O)C1 (stereo not given) | 1.7 | -1.1 | -0.2 | -0.9 | -1.7 | -1.6 | 3.6 | -22.6 | -3.0 | -11.6 | -12.8 |
| 15 | Cc1sc2nc(C(C)C)nc(SCC(=O)N3c4ccccc4CC3C)c2c1C (stereo not given) | -1.9 | -1.0 | 0.2 | -1.5 | 5.1 | -0.1 | 2.2 | 6.5 | -1.7 | 2.1 | 5.5 |
| 16 | COc1ccccc1C1(O)CC2CCC(C1)N2S(=O)(=O)c1ccc(C(C)=O)cc1 (stereo not given) | 3.1 | -1.4 | -0.1 | 0.2 | -0.1 | 1.4 | 9.5 | -5.3 | -0.4 | -1.1 | -5.5 |
| 17 | COc1ccc(N2CCN(C(=O)c3ccc(-c4nc5ccccc5s4)o3)CC2)cc1 | 3.7 | -0.2 | 2.5 | -0.6 | 0.1 | 3.2 | 2.7 | -6.0 | 2.9 | -17.1 | -2.0 |
| 18 | C[C@H](CO)N1C[C@H](C)[C@@H](CN(C)S(=O)(=O)c2ccccc2)Oc2c(NC(=O)C3CCCCC3)cccc2C1=O | 3.7 | -1.1 | 0.3 | 0.1 | -0.1 | -1.4 | -0.1 | -3.0 | -0.8 | 2.8 | 0.6 |
| 19 | Cc1ccc(C(=O)N(C)[C@H]2C[C@H]3c4[nH]c5c(-c6cccc(C)c6)cccc5c4CCN3C[C@H]2[C@H](C)O)cc1 | -0.2 | -1.6 | 0.3 | nt | -2.8 | -4.2 | -4.8 | -9.2 | 2.0 | -84.3 | -76.5 |
| 20 | NS(=O)(=O)c1ccc(CCNc2nn3c(-c4ccc(F)c(Cl)c4)cnc3s2)cc1 | -3.1 | -2.2 | -3.9 | nt | -3.6 | -4.1 | -3.7 | 2.5 | -5.5 | 1.5 | -0.3 |
| 21 | CCOc1ccccc1CN1CCN(S(=O)(=O)CC)CC1 | -0.6 | -1.4 | 0.0 | 0.8 | 0.9 | 0.1 | 4.7 | -3.1 | -0.5 | -17.4 | -2.9 |
| 22 | c1ccc(-c2csc(Nc3cccnc3)n2)cc1 | -5.2 | 1.5* | -0.8 | 1.2 | 3.6 | 8.1* | 4.1 | 7.4 | 20.6* | -3.8 | 4.7 |
| 23 | CC1(CCc2ccccc2)NC(=O)N(Cc2cc([N+](=O)[O-])cc3c2OCOC3)C1=O (stereo not given) | 2.4 | -1.6 | 0.0 | 0.2 | 0.2 | 1.5 | -3.3 | 3.0 | -0.8 | 4.2 | 1.6 |
| 24 | COC(=O)c1ccc(C(=O)N(Cc2ccccc2)c2ccccc2)cc1 | 0.5 | -1.2 | 1.4 | 0.0 | -1.7 | -0.4 | 0.7 | -2.9 | -3.3 | -6.3 | 1.2 |
| 25 | O=[N+]([O-])c1ccc(-c2nnc3n2CCCCC3)cc1 | -2.5 | -1.9 | 0.0 | -0.2 | 1.2 | -0.2 | -6.3 | 1.2 | 0.2 | -1.4 | 0.8 |
| 26 | COc1cc(/C=N/Nc2ccc(C(=O)O)cc2)ccc1O | 4.1 | 0.5 | 2.9 | -1.7 | 1.0 | 6.8* | 8.4 | -3.3 | 5.6 | -15.9 | -15.1 |
| 27 | CCOC(=O)N1CCN(c2nc3ccccn3c(=O)c2C=O)CC1 | -2.6 | -1.2 | -0.5 | -0.4 | 1.3 | -2.9 | 0.4 | -16.4 | 1.7 | -66.2 | -45.5 |
| 28 | CC(C)(C)NC(=O)C[n+]1ccc(C(N)=O)cc1 | -0.5 | -1.0 | 0.7 | -0.5 | -0.7 | 0.3 | -0.2 | 0.0 | 1.7 | -2.2 | -0.3 |
| 29 | COc1ccc(/C=C/C(=O)Nc2ccc(C)c(S(=O)(=O)N3CCOCC3)c2)cc1 | 0.4 | -2.0 | -4.7 | -3.9 | -1.7 | -6.1 | -0.8 | 3.5 | -5.7 | -19.4 | -20.6 |
| 30 | CC(=O)C1=C(C)NC(SCc2cccc([N+](=O)[O-])c2)=C(C#N)C1c1ccco1 (stereo not given) | 5.1 | -1.5 | -0.4 | -0.2 | -1.4 | -2.5 | 6.6 | 0.4 | -0.9 | 1.1 | 0.3 |
| 31 | Cc1cc2ccccn2c1C(=O)Nc1cccc(Cl)c1 | 4.8 | 0.8 | 0.9 | 2.2 | 8.1* | 7.0* | 3.7 | -43.2 | 6.1 | -69.9 | -52.7 |
| 32 | O=[N+]([O-])c1ccc(NC(=S)NCC(c2cccnc2)N2CCOCC2)cc1 (stereo not given) | -10.8 | -1.3 | 0.3 | 2.6 | -0.2 | 2.7 | 3.6 | 1.9 | 2.4 | 3.5 | 4.7 |
| 33 | O=c1ccn(-c2ccccc2)[nH]1 | -2.2 | -1.4 | -0.3 | 4.4* | 0.4 | -0.2 | -0.1 | 0.0 | 2.9 | -4.7 | 0.6 |
| 34 | CCOC(=O)C(=NC1CCS(=O)(=O)C1)NNc1cc(Cl)ccc1Cl (stereo not given) | -2.3 | -1.4 | 0.2 | -0.1 | 3.0 | -1.3 | 7.8 | -3.2 | -1.3 | -11.1 | -1.9 |
| 35 | CCOc1ccc2oc(=O)cc(CN3CCN(C(=O)c4ccco4)CC3)c2c1 | 4.3 | -1.4 | -1.8 | 2.3 | 3.1 | -0.5 | 5.8 | -12.7 | -1.0 | -39.6 | -24.6 |
| 36 | O=C(c1ccccc1Cl)N1CCC(Oc2cccnc2)CC1 | 4.5 | -1.7 | -0.6 | nt | 0.7 | -2.8 | -7.9 | -5.2 | 2.9 | -2.0 | -0.2 |
| 37 | CC1CCCC(C)N1C(=O)COC(=O)CCc1nc2ccccc2c(=O)[nH]1 (stereo not given) | 3.4 | -1.0 | 0.0 | 0.6 | -2.3 | 0.0 | -3.7 | -2.5 | 1.1 | 2.0 | -2.1 |
| 38 | COC(=O)c1ccc(N(CC(=O)NC2CCCCC2)C(=O)CNC(=O)c2ccco2)cc1 | -0.5 | -1.0 | -0.4 | -0.4 | -0.8 | 0.2 | 3.6 | -4.3 | -1.0 | -4.4 | 1.2 |
| 39 | CC(C)Oc1cc(S(=O)(=O)N2CCCCC2)ccc1N | -2.1 | -1.0 | 0.1 | 1.0 | -4.5 | 0.2 | -2.6 | 4.6 | -1.2 | 5.4 | 1.6 |
| 40 | CCOC(=O)CNC(=O)COc1ccc(Cl)cc1Br | -0.9 | -1.3 | -0.1 | 0.8 | 2.1 | -0.1 | 4.1 | -0.8 | 1.3 | 0.6 | 4.5 |
| 41 | COC(=O)C1=CN(C2CC2)C=C(C(=O)OC)C1c1ccc(C(=O)OC)cc1 | -5.6 | -1.2 | 1.3 | 0.1 | 7.3 | 0.5 | 8.6 | -99.3 | 0.0 | -216.4 | -151.8 |

Single entries from the entries so far:
MBD2 inh result of `COc1cc(/C=N/Nc2ccc(C(=O)O)cc2)ccc1O` is entered as 4.1
ADAM17 inh result of `CCOC(=O)N1CCN(c2nc3ccccn3c(=O)c2C=O)CC1` is entered as -16.4
